High-throughput results: PubChem, several laboratories
Mtb RmlCD inh = blocks M. tuberculosis RmlC and RmlD coupled enzymes. P9WH09+P9WH11. RmlC+RmlD coupled enzyme assay, percent inhibition; primary screen in compound mixtures. inhibition, % at 3.6 µM. 0.03% of 160,000 active. AID 1533; in the data active = inhibition mostly above about 34%, no sharp cut-off; note: some results filed as inactive read as strong as hits
Target sequence (P9WH09 whole entry, looked up): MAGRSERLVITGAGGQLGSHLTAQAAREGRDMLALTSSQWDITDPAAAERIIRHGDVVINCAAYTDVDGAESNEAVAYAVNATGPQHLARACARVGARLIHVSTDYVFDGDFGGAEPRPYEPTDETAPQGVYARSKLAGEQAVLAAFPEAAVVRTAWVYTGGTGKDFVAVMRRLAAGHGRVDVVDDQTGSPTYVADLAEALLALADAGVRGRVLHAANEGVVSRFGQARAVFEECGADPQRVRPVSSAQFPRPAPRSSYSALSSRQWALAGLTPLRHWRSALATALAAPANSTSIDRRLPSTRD
Target sequence (P9WH11 whole entry, looked up): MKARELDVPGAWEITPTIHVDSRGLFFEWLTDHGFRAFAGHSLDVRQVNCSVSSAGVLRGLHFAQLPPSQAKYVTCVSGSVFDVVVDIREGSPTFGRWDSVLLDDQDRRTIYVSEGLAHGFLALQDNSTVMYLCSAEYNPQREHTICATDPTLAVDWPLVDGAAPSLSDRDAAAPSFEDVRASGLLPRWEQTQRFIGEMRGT
M. tuberculosis GlmU = inhibition of mycobacterial GlmU enzyme – biochemical, glucosamine-1-phosphate acetyltransferase (AID 1376). M. tuberculosis GlmU acetyltransferase enzyme assay; higher % means a stronger effect. one-dose inhibition, %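 (tested at 30 µM in the primary screen)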; IC50 in µM for titrated hits. 0.25% of 220,000 active; in the data active = inhibition above about 13%;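 note: 0% = complete reaction with vehicle and 100% = reaction without substrate; strong numbers were not always called active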
* = called active by the depositor; / = not tested or not shown; & = joins results of further samples.

SMILES	Mtb RmlCD inh	M. tuberculosis GlmU
OC(CC1CC12c1ccccc1-c1ncccc12)(c1ccccc1)c1ccccc1 (stereo not drawn)	0	-0.3%
CCNc1nc(Cl)nc(N(NC(C)=O)C(C)CC)n1 (stereo not drawn)	-1	-5.0%
O=C(NCc1cccnc1)C1CCN(S(=O)(=O)N2CCC3(CC2)OCCO3)CC1	4	4.6%
Cc1nc2ccc(C(=O)NCc3ccc4c(c3)OCO4)cc2s1	0	2.3%
CC(=O)Nc1ccc2c(c1)nc1n2CCOC1	-1	-3.1%
CC1(C)CC(=O)C=C(NNC(=O)c2ccccc2)C1	/	6.9%
COc1ccc(-n2c(SC3CCOC3=O)nc3ccccc3c2=O)cc1Cl (stereo not drawn)	2	-6.3%
Cc1cccc(C(=O)Nc2ccc(NC(=O)Cc3ccc(Cl)cc3)cc2)c1	9	-5.7%
CCCCCCOc1ccc(-c2ccc(C#N)cn2)cc1	-3	0.0%
COc1ccc(Nc2ccc3nnc(-c4ccc(Br)cc4)n3n2)cc1	10	-1.8%
CC1CCCN(c2ccc(C(=O)OCC(=O)N3c4ccccc4Sc4ccccc43)cc2[N+](=O)[O-])C1 (stereo not drawn)	-2	0.6%
Cc1c(C)n(CCC#N)c2ccc(Cl)cc12	/	8.5%
CC(C)C(c1nnnn1C1CCCCC1)N1CCCc2ccccc21 (stereo not drawn)	/	5.5%
Cn1cnc2ccc([N+](=O)[O-])cc2c1=O	6	1.9%
CCOC(=O)C1CCN(C(=O)c2sc3ncnc(N4CCC(C)CC4)c3c2C)CC1	6	1.4%
Cn1ccnc1Sc1nnnn1-c1ccccc1	/	3.1%
Cc1ccc(OCCCC(=O)Nc2ccc(Br)cc2)cc1	-6	1.2%
S=c1[nH]c2ccccc2o1	-3	4.7%
CC1(C)CC(=O)C2=C(C1)N(c1ccccc1)C(N)=C(C#N)C2c1cccnc1 (stereo not drawn)	8	/
O=C(CN1C(=O)NC2(CCCCC2)C1=O)NCc1cccs1	/	2.4%
Cc1ccc(C2=NN3C(C2)c2ccccc2OC32C(=O)Nc3ccccc32)cc1 (stereo not drawn)	8	2.1%
O=C1CCCCCC1C1(O)C(=O)Nc2ccccc21 (stereo not drawn)	5	0.2%
CCCCC(=O)NC(N1CCCCC1)C(Cl)(Cl)Cl (stereo not drawn)	-10	0.3%
O=C(Nc1nc(-c2ccc(-c3ccccc3)cc2)cs1)c1cc([N+](=O)[O-])ccc1N1CCOCC1	/	10%
C#CCn1c(S(=O)(=O)Cc2ccc(F)cc2)nc(-c2ccccc2)c1-c1ccccc1	8	-3.0%
O=C(CNc1ccccc1C(=O)O)c1ccccc1	3	-3.4%
CCOc1cccc2c1OC1(C)CC2NC(=O)N1Cc1ccccc1 (stereo not drawn)	-6	-4.7%
c1ccc(Cn2ccc(-c3cnc(-c4ccccc4)s3)n2)cc1	7	-1.8%
CS(=O)(=O)N(CC(=O)Nc1cccc(F)c1)c1cccc([N+](=O)[O-])c1	-3	2.6%
CC(C)N(C(=O)COc1ccc(Br)cc1Cl)C(C)C	30	3.0%
COc1ccccc1CNC(=O)CN(CCc1ccccc1)S(C)(=O)=O	-3	2.9%
CCCCOC(=O)C1=C(C)Nc2ncnn2C1c1ccc(OC)c(OC)c1OC (stereo not drawn)	7	1.2%
CCSP1(=S)N=C(N2CCOCC2)C(C#N)=C2CCCN21 (stereo not drawn)	-9	0.6%
CCOC(=O)C1CCCN(c2c(NCCN3CCCCC3CC)c(=O)c2=O)C1 (stereo not drawn)	-4	3.4%
Cn1c(N)c(C(=O)COC(=O)CCCN2C(=O)c3ccccc3C2=O)c(=O)n(C)c1=O	-3	-0.9%
COc1ccc(/C=C/C(=O)Oc2ccc(/C=N/NC(=O)c3ccccc3)cc2)cc1OC	-1	-6.6%
O=C(NCc1ccco1)c1cc(S(=O)(=O)N2CCCc3ccccc32)ccc1Cl	11	-1.2%
CCOc1ccc(NC(=O)C(C)Sc2nnc(C)n2C)cc1 (stereo not drawn)	5	1.4%
COc1ccc(C(=O)n2ncc(C#N)c2N)cc1	6	1.9%
CC1(C)NC(=O)N(CC(=O)OCC(=O)Nc2cc(S(=O)(=O)N3CCCCC3)ccc2Cl)C1=O	0	4.1%
Cc1nc(-c2ccc(Cl)cc2)sc1C1(C)CC(c2ccc(OC(F)(F)F)cc2)=NO1 (stereo not drawn)	/	-1.9%
O=C(C1CCN(c2nc3nonc3nc2N2CCCCC2)CC1)N1CCOCC1	-10	0.7%
OC(COc1ccc(CNCCc2ccc(C(F)(F)F)cc2)cc1)CN1CCCCC1 (stereo not drawn)	-3	-12%
COc1ccc(/C=N/NC(=O)CCC(=O)Nc2ccccc2)cc1OC	-12	-0.3%
CN(C)S(=O)(=O)N(CC(=O)N(Cc1ccccc1)Cc1ccccc1)c1ccccc1	9	-3.0%

Some of the entries so far, as comma-separated lines:
SMILES,Mtb RmlCD inh,M. tuberculosis GlmU
COc1ccc(/C=C/C(=O)Oc2ccc(/C=N/NC(=O)c3ccccc3)cc2)cc1OC,-1,-6.6%
O=C(NCc1ccco1)c1cc(S(=O)(=O)N2CCCc3ccccc32)ccc1Cl,11,-1.2%

Going on with the list:
SMILES	Mtb RmlCD inh	M. tuberculosis GlmU
COc1ccc2cc(C(=O)C3CCCN(C4CCOCC4)C3)ccc2c1 (stereo not drawn)	-7	-0.2%
C(=C\CSc1nnnn1-c1ccccc1)/CSc1nnnn1-c1ccccc1	/	0.3%
Cc1ccc(Cn2c(SCC(N)=O)nc3c2c(=O)n(C)c(=O)n3C)cc1	6	-1.0%
CN1CCN(C(=S)c2ccc(OCC(=O)Nc3cccc(C(F)(F)F)c3)cc2)CC1	6	-3.8%
NC(=O)C(c1ccccc1)C1CCCC1 (stereo not drawn)	-11	-0.5%
COc1ccc(OCC(O)CNC(=O)Nc2ccc(F)cc2)cc1 (stereo not drawn)	4	-5.3%
Cc1cc(C)n(-c2ccc(C(=O)NCc3ccc4c(c3)OCO4)cc2)n1	2	0.8%
CC(=O)C[C@H]1c2ccccc2S(=O)(=O)N1c1ccccc1	/	-3.5%
C=CCn1c(N)c(C(=O)Nc2ccccc2OC)sc1=S	/	-3.8%
CCOc1cc(CNc2ncnc3nc[nH]c23)ccc1OC	1	5.2%
N#C/C(=N\Nc1cccc(C(F)(F)F)c1)C(=O)c1ccsc1	-1	1.8%
COc1cccc(NC(=O)CSc2nnc(-c3cc(C)n(-c4ccccc4)c3C)o2)c1	-9	-1.2%
O=C1c2cccc3cccc(c23)C(=O)N1c1cccnc1	-5	-4.9%
Cc1ccc(S(=O)(=O)N2CCCC2C(=O)N(C)Cc2cccs2)cc1 (stereo not drawn)	-9	-1.8%
COc1ccc(S(=O)(=O)N2CCCCCC2)cc1C(=O)OCC(=O)NC(C)(C)C	/	-2.1%
Cc1nn(CCC(=O)O)c(C)c1C	-9	0.6%
CCN(Cc1ccccc1)C(=O)CC1Oc2ccccc2NC1=O (stereo not drawn)	/	3.6%
COC(=O)c1ccc(Oc2nc(C(N)=O)cc(-c3ccccc3)n2)cc1	11	2.4%
CCn1cc(SCC(=O)NCC2CCCO2)c2ccccc21 (stereo not drawn)	/	1.2%
CCOC(=O)CC1=C(C(=O)OCC)C2(C(=O)Nc3ccccc32)C(C#N)=C(N)O1 (stereo not drawn)	7	2.2%
COc1ccc(CNC(=O)CN(Cc2ccc(C)cc2)S(=O)(=O)c2ccc(Cl)cc2)cc1	/	0.0%
COCC(=O)N1CCCC(C(=O)c2ccc3c4c(cccc24)CC3)C1 (stereo not drawn)	-4	2.4%
O=C(CSC1CS(=O)(=O)c2cc([N+](=O)[O-])ccc21)NNC(=O)c1ccc(Cl)cc1 (stereo not drawn)	2	-0.4%
Cc1cc(C)nc(NC(=O)/C=C/c2ccc3c(c2)OCO3)c1	-2	-4.6%
CCOC(=O)Cn1cnc2c(nnn2-c2ccc(C)cc2)c1=O	/	2.1%
Cc1nc2ccccc2c2c1C(=O)N(Cc1cccnc1)C2=O	/	0.3%
COc1ccc(C2NC(=S)NC3=C2CCCC3=C2SCCS2)cc1 (stereo not drawn)	3	-3.0%
CCc1ccc(-c2cc(C(F)(F)F)n3nc(C(=O)Nc4c(C)nn(Cc5ccc(F)cc5)c4C)cc3n2)s1	8	0.1%
O=C1OC(c2cccs2)=N/C1=C\c1ccc(-c2ccccc2Cl)o1	-13	7.7%
COc1cc(/C=C/C(=O)Nc2nnc(CC(C)(C)C)s2)cc(OC)c1OC	-9	10%

Sorted by SMILES length (high to low): three of the compounds above
SMILES	Mtb RmlCD inh	M. tuberculosis GlmU
COc1ccc(S(=O)(=O)N2CCCCCC2)cc1C(=O)OCC(=O)NC(C)(C)C	/	-2.1%
O=C(CNc1ccccc1C(=O)O)c1ccccc1	3	-3.4%
CC(=O)Nc1ccc2c(c1)nc1n2CCOC1	-1	-3.1%

The listing continues:
SMILES	Mtb RmlCD inh	M. tuberculosis GlmU
Cc1ccc2nc(C)c3c(c2c1)SCC3	-10	3.2%
COc1ccc(C2Nc3ccccc3C(=O)N2NS(=O)(=O)c2ccccc2)cc1OC (stereo not drawn)	8	-0.3%
COCCn1c(SCC(=O)N2CCCC2)nnc1-c1ccoc1C	3	-6.8%
OC(CC#CCN1CCCC1)(c1ccccc1)c1ccccc1	-13	-2.5%
Cc1ccc(-n2nc(C)c3c(C)cc(=O)[nH]c32)cc1	11	-3.4%
CNC(=O)CC1C(=O)N(c2ccc(OC)cc2)C(=S)N1NC(=O)c1cccc(F)c1 (stereo not drawn)	14	-6.8%
O=C1NC(=S)N/C1=C/c1cccnc1	-11	1.9%
CCc1nnc(NC(=O)CSc2ncc(-c3ccccc3)n2CC)s1	11	-1.0%
COC(=O)CCCC[C@@H]1SC[C@@H](NC(=O)OC)[C@@H]1NC(=O)OC	/	5.4%
C=CCC(Nc1ccccc1)c1cccc(OC)c1OC (stereo not drawn)	/	7.1%
COc1ccc(/C=N\NC(=O)c2ccc(=O)[nH]n2)cc1O	-5	-0.1%
Clc1ccc(-c2nnc(N3CCCC3)nn2)cc1	-11	2.8%
CCOC(=O)N1CCN(S(=O)(=O)c2cccc3nsnc23)CC1	0	-3.2%
CCC(=O)N1CCN(c2ccc(NC(=O)c3ccc(N4CCCC4)c([N+](=O)[O-])c3)cc2)CC1	2	4.2%
O=C(NNC(=O)c1nn(-c2ccc(F)cc2)ccc1=O)Nc1cccc(Cl)c1	4	-3.9%

2 records drawn at random from those above:
SMILES	Mtb RmlCD inh	M. tuberculosis GlmU
COc1ccc(C2Nc3ccccc3C(=O)N2NS(=O)(=O)c2ccccc2)cc1OC (stereo not drawn)	8	-0.3%
O=C(NNC(=O)c1nn(-c2ccc(F)cc2)ccc1=O)Nc1cccc(Cl)c1	4	-3.9%

(listing goes on)
SMILES	Mtb RmlCD inh	M. tuberculosis GlmU
Cc1nc(S(=O)(=O)c2ccc(Cl)cc2)nc2c1CCC2	-6	/
Clc1ccccc1C(c1ccccc1)(c1ccccc1)n1ccnc1	10	0.6%&-4.7%
CCCCN1C(=O)C(O)=C(C(C)=O)C1c1ccccc1[N+](=O)[O-] (stereo not drawn)	2	0.2%
CCOC(=O)c1c(C(F)(F)F)nc2ncccn12	17	2.2%
CCOC(=O)c1c(N)sc(C(C)=O)c1C	-10	-2.0%
CCOC(=O)NC(=O)C(=CNc1cccc(C)c1)C(=O)NC(=O)OCC	/	1.1%
O=C(CCN1C(=O)COc2ccccc21)NCCCN1CCc2ccccc2C1	/	1.7%
Cc1ccc(NC(=O)Cn2ccc([N+](=O)[O-])n2)cc1Cl	-8	-0.6%
O=C(Nc1ccc(OC(F)(F)F)cc1)c1[nH]ncc1[N+](=O)[O-]	2	2.2%
Cc1ccccc1OC(C)C(=O)NC1CCCC1 (stereo not drawn)	5	5.5%
CC1Cc2ccccc2N1C(=O)CCS(=O)(=O)c1cccc2nonc12 (stereo not drawn)	-6	0.7%
Cn1c(NCCN(CCO)CCCc2ccc([N+](=O)[O-])cc2)cc(=O)n(C)c1=O	/	3.8%
COc1cccc(SCc2noc(C(=O)NCCCN3CCOCC3)c2C(=O)NCCCN2CCOCC2)c1	/	-2.4%
COc1ccc(N2CCN(S(=O)(=O)c3ccc(Br)s3)CC2)cc1	-5	-4.2%
CCOc1ncccc1C(=O)N1CCN(S(=O)(=O)c2ccccc2)CC1	8	-4.2%

Compound profiles, from the list above. Order of screens: Mtb RmlCD inh | M. tuberculosis GlmU
Cc1ccccc1OC(C)C(=O)NC1CCCC1 (stereo not drawn) is entered as 5 | 5.5%
O=C(CCN1C(=O)COc2ccccc21)NCCCN1CCc2ccccc2C1 is entered as / | 1.7%
Cc1ccc(NC(=O)Cn2ccc([N+](=O)[O-])n2)cc1Cl is entered as -8 | -0.6%
Cn1c(NCCN(CCO)CCCc2ccc([N+](=O)[O-])cc2)cc(=O)n(C)c1=O is entered as / | 3.8%
CC1Cc2ccccc2N1C(=O)CCS(=O)(=O)c1cccc2nonc12 (stereo not drawn) is entered as -6 | 0.7%

(list continues)
SMILES	Mtb RmlCD inh	M. tuberculosis GlmU
CCN(CC)CCCN1C(=O)C(=O)/C(=C(/O)c2ccccc2)C1c1cc(OC)ccc1OC (stereo not drawn)	/	1.2%
O=P(O)(CP(=O)(c1ccccc1)c1ccccc1)c1ccccc1O	7	-1.8%
COc1ccccc1C(=O)OCC(=O)c1cccc([N+](=O)[O-])c1	/	4.0%
COC(=O)Cc1n[nH]c(=S)[nH]c1=O	7	4.2%
COc1ccccc1C(=O)N1CCN(S(=O)(=O)Cc2ccccc2)CC1	-5	2.2%
CCc1nnc(NC(=O)CSc2ncnc3c2cnn3-c2ccc(OC)cc2)s1	/	-4.5%
CCCCCC(=O)N(O)C1CC(=O)N(c2ccccc2)C1=O (stereo not drawn)	/	-0.5%
COc1ccc(OCC(=O)Nc2ccc(Cl)cc2)cc1	6	1.6%
c1ccc2c(c1)ncn2CCOCCOCCn1cnc2ccccc21	/	-4.3%
COCCNC(=S)NN(c1ccccc1)c1ccccc1	-14	-2.8%
Cn1c(=O)n(C)c2cc(C(N)=O)ccc21	11	-1.2%

Some of the compounds tested; the hit share may differ from the screen's.
